GPR151 ag = activates the human receptor GPR151; PathHunter beta-arrestin GPR151 cells, luminescence; 1% of 650,000 active; AID 1508602; activation, % at 11.2 µM; in the data active = activation above about 4.9%;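 also: 0% = median of compound wells and 100% = cells with positive control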
Target sequence (Q8TDV0 whole entry, looked up): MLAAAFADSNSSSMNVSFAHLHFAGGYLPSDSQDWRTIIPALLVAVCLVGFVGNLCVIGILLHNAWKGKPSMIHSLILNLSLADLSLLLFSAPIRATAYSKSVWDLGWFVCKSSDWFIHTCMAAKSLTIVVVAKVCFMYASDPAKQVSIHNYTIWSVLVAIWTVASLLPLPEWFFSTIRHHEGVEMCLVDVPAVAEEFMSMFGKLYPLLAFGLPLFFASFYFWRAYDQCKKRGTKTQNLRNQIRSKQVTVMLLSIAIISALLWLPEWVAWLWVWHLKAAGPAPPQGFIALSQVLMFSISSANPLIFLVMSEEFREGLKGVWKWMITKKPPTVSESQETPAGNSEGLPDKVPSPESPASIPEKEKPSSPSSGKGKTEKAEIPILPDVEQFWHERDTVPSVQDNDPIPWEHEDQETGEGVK
FBW7 activator = human FBW7 E3 ligase activation, primary screen; 0.13% of 650,000 active; normalized activity (activation), % at 26.1 µM; AID 1259310; AlphaScreen FBW7–phospho-cyclin E peptide binding, activator screen; Q969H0; in the data active = normalized activity above about 1.9%;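 also: purified mutant Fbw7 with reduced substrate affinity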
TEAD-YAP inh = TEAD-YAP interaction inhibition; HEK-TIYL cells, TEAD-Gal4/YAP UAS-luciferase luminescence; inhibition, % at 9.12 µM; 1.4% of 640,000 active; AID 1259422; in the data active = inhibition above about 32%;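 also: 0% = median of test compound wells and 100% = reference inhibitor wells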
MITF inh = blocks human microphthalmia-associated transcription factor. inhibition, % at 2.6 µM. 0.91% of 650,000 active. O75030. AlphaScreen MITF homodimerization, bead proximity signal; in the data active = inhibition above about 50%;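 also: 0% = vehicle wells with protein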
Target sequence (O75030 whole entry, looked up): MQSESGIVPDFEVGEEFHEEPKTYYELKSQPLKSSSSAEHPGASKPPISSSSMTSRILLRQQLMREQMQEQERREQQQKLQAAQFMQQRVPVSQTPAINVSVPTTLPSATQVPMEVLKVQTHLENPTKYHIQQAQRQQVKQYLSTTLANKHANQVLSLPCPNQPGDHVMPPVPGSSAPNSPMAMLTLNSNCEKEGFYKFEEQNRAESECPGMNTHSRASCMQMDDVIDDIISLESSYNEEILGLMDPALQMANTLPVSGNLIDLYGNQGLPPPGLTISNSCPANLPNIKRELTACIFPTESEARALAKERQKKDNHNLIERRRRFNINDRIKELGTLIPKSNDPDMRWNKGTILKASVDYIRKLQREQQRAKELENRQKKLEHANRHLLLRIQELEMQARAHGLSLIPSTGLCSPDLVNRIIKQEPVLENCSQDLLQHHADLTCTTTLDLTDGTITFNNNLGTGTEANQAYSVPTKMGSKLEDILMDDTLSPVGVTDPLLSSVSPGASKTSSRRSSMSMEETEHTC
* = called active by the depositor.

Values run as follows: GPR151 ag, FBW7 activator, MITF inh, TEAD-YAP inh
Cn1c(-c2ccccc2)cnc1SCC(=O)NCc1ccco1
    -1.3, -0.1, 4, -13
CCN(CC)CCNCC(=O)N1CCN(c2ccccc2OC)CC1
    1.0, -0.3, 10, 7
Cc1ccc(C)c(NC(=O)CSc2nnc(-c3cccnc3)n2-n2cccc2)c1
    1.4, 0.0, 0, -10
COc1ccc(CCNC(=O)CCn2c(SCC(=O)c3ccc(Cl)cc3)nc3ccccc3c2=O)cc1OC
    1.4, -0.1, -2, 8
COc1ccc(/C=C(\NC(=O)c2ccccc2Br)C(=O)O)c(OC)c1
    0.4, 0.1, 2, -11
COCCNC(=O)c1cc2ccccc2o1
    1.7, 0.1, 14, -7
O=C(CCc1nnc(-c2ccccc2)o1)NCC1C2CC3CC(C2)CC1C3 (stereo not given)
    0.3, 0.0, 1, -32
CCOC(=O)N1CCN(C(=O)c2c[nH]c3ccc(S(=O)(=O)N(C)c4ccc(OCC)cc4)cc3c2=O)CC1
    -0.7, 0.0, 4, 4
O=C(NCCC1=CCCCC1)C1CCN(C(=O)NCc2cccs2)CC1
    0.8, 0.0, -6, -3
CC1=C(C(=O)OCCOc2ccccc2)C(c2ccc(OCc3ccccc3)cc2)NC(=O)N1C (stereo not given)
    0.8, 0.0, 11, 6
O=C1NC(=S)S/C1=C\c1ccc(O)cc1O
    -0.6, -0.1, 10, 2
COc1ccc(C(=O)N(CN2CCCC2=O)c2ccccc2OC)c(OC)c1
    0.4, 0.4, 0, -1
CN1C(=O)C(O)N(c2cccnc2)C1=O (stereo not given)
    1.9, 0.9, 10, 9
Cc1cc(C)cc(OCCOc2ccc(/C=C3/C(=N)N4N=C(COc5ccccc5)SC4=NC3=O)cc2)c1
    -1.1, 0.0, 20, 5
CC(=O)Nc1sc2c(c1C(=O)Nc1ccccc1C)CCC(C)C2 (stereo not given)
    1.0, 0.2, -9, 13
COc1ccc(NC(=O)C(c2ccccc2)N(C)C(=O)CNC(C)=O)cc1 (stereo not given)
    0.5, -0.1, 1, 4
COc1cc(Nc2cccc(C(=O)NCCN3CCOCC3)c2)cc(OC)c1OC
    3.8, -0.1, 4, -10
CCC(CO)Nc1ccc2ncc(-c3ccccc3OC)n2n1 (stereo not given)
    0.7, 0.1, 13, -8
CCOC(=O)c1sc(NC(=O)C(C)Oc2ccc(Cl)c(C)c2)c(C(=O)OCC)c1C (stereo not given)
    -0.7, 0.1, -1, 6
COc1ccc(C(=O)CCNC(CO)C(=O)O)cc1 (stereo not given)
    -1.9, -0.1, 0, -13

Profiles, quoted from the list.
O=C(CCc1nnc(-c2ccccc2)o1)NCC1C2CC3CC(C2)CC1C3 (stereo not given) is listed as GPR151 ag: 0.3; FBW7 activator: 0.0; MITF inh: 1; TEAD-YAP inh: -32
CCOC(=O)c1sc(NC(=O)C(C)Oc2ccc(Cl)c(C)c2)c(C(=O)OCC)c1C (stereo not given) is listed as GPR151 ag: -0.7; FBW7 activator: 0.1; MITF inh: -1; TEAD-YAP inh: 6

More entries.
Values run as follows: GPR151 ag, FBW7 activator, MITF inh, TEAD-YAP inh
c1ccc2c(c1)N=C(NNC1=Nc3ccccc3SC1)CS2
    -0.2, 0.3, 16, -51
CCc1ccccc1Nc1nc(N)nc(CSCC(=O)c2cc(C)n(C)c2C)n1
    -1.1, -0.3, -1, -5
CCOc1nc(C)ccc1-c1noc(-c2cccs2)n1
    2.6, -0.2, 14, -23
O=C(NCCNC(=O)c1ccc(F)c(F)c1)c1ccc(NC(=O)c2ccc(F)cc2)cc1
    2.9, 0.0, -8, -5
CCOc1ccc(C(=O)Nc2ccc3oc(-c4ccc(CC)cc4)nc3c2)cc1
    -1.2, -0.1, -6, -7
O=C(Nc1ccc(C(=O)Oc2ccccc2)c(O)c1)c1ccc(Br)cc1
    0.6, 0.0, -9, 2
O=C(CNc1cccc(Cl)c1)N/N=C/c1ccco1
    -0.8, 0.0, -4, 4
O=C(NCc1ccccc1)c1ccc(-c2ccccc2)s1
    -2.7, 0.0, 2, -17
CCCCCCNC(=O)c1ccc(Sc2ccc(Br)cc2)c([N+](=O)[O-])c1
    2.0, -0.1, 4, 0
CCOC(=O)C(C)(C)NS(=O)(=O)c1ccc([N+](=O)[O-])cc1
    -0.1, 0.0, -2, 7
CN1CCN(c2ccc(NC(=O)COc3ccc(Cl)cc3)cc2)CC1
    -0.1, 0.0, 7, -1
COc1nc(Nc2ccc(NC(C)=O)cc2)nc(-c2csc3ccccc23)n1
    1.5, 0.0, 3, -4
C=CCc1cc(OC)ccc1OCCOCCNCCN
    0.4, 0.2, 41, 9
Cc1nnc2ccc(N3CCN(C(=O)c4ccccc4)CC3)nn12
    1.4, -0.1, 0, -2
Cn1c(=O)oc2cc(S(=O)(=O)N3CCC(C(=O)NC4CCCCCC4)CC3)ccc21
    0.6, 0.1, 2, 2
COc1ccc(CSc2nsc(SCc3cccc(OC)c3)c2C#N)cc1
    0.1, 0.1, 1, 18
Cc1ccc(Cn2ccn(-c3cccc(Cl)c3)c(=O)c2=O)cc1
    -1.6, 0.7, 12, 6
COc1ccc(C2=NN(C(=O)CSc3nnc(CNC(=O)c4ccco4)n3-c3cc(C)ccc3C)C(c3ccc(OC)cc3)C2)cc1 (stereo not given)
    1.3, 3.6*, -1, -5
COc1ccc(C2C(C#N)=C(N)N(N3CCOCC3)C3=C2C(=O)CC(C)(C)C3)c(OC)c1 (stereo not given)
    2.1, 0.1, 11, -1
COc1cccc(CC(C2CCN(C(=O)c3ccnn3C)CC2)N(C)Cc2ccncc2)c1 (stereo not given)
    0.4, 0.0, 7, 4

Among those listed so far, two contain a cyano group:
Values run as follows: GPR151 ag, FBW7 activator, MITF inh, TEAD-YAP inh
COc1ccc(CSc2nsc(SCc3cccc(OC)c3)c2C#N)cc1
    0.1, 0.1, 1, 18
COc1ccc(C2C(C#N)=C(N)N(N3CCOCC3)C3=C2C(=O)CC(C)(C)C3)c(OC)c1 (stereo not given)
    2.1, 0.1, 11, -1

Among those listed so far, 2 contain a nitro group on carbon.
Values run as follows: GPR151 ag, FBW7 activator, MITF inh, TEAD-YAP inh
CCCCCCNC(=O)c1ccc(Sc2ccc(Br)cc2)c([N+](=O)[O-])c1
    2.0, -0.1, 4, 0
CCOC(=O)C(C)(C)NS(=O)(=O)c1ccc([N+](=O)[O-])cc1
    -0.1, 0.0, -2, 7

The list continues:
Values run as follows: GPR151 ag, FBW7 activator, MITF inh, TEAD-YAP inh
CCOC(=O)C1=CN(C(C)C)C=C(C(=O)OCC)C1c1cccc([N+](=O)[O-])c1
    -1.7, -0.4, 4, 5
COc1ccc(Cn2nnnc2CN2CCN(c3cc(Cl)ccc3C)CC2)cc1
    0.2, -0.1, 19, -13
CCCCNc1ncnc2oc(-c3ccc(OC)cc3)c(-c3ccc(OC)cc3)c12
    -1.0, 1.0, 3, -7
Cc1c(Cl)cccc1NC(=O)c1cc(S(=O)(=O)N2CCCCC2)ccc1F
    -0.1, 0.0, -5, -13
O=C(CN1CCCCCC1)N/N=C/c1cccc(Cl)c1
    -1.9, 0.3, 43, -8
O=C(Nc1ccccc1-c1nc2ccccc2[nH]1)c1ccc(N2C(=O)CCC2=O)cc1
    1.1, 0.1, 4, -1
Cc1ccccc1C(=O)Nc1nc2ccc(S(=O)(=O)N3CCOCC3)cc2s1
    -1.2, 0.0, 14, -10
CC(Sc1nc2ccccc2s1)C(=O)Nc1nnc(C(F)(F)F)s1 (stereo not given)
    0.6, -0.1, -4, 13
COc1ccc(S(=O)(=O)N2CC=C(C(=O)Nc3ccc(OC)c(Cl)c3)CC2)cc1
    0.2, 0.1, 7, 3
O=C(O)CCC(=O)Nc1ccccc1C(=O)Nc1ccccc1C(F)(F)F
    1.4, 0.4, 19, 4
O=C(NCCc1ccccc1)C1CCCN(C(=O)N2CCOc3ccccc32)C1 (stereo not given)
    -2.3, -0.1, -5, -11
CC(C)c1ccccc1NC(=O)CN1C(=O)COc2ccc(Cl)cc21
    -1.4, 0.8, -1, -4
O=C(CNCCc1ccc(Cl)cc1)Nc1ccccc1N1CCOCC1
    -0.4, -0.1, 65*, -13
O=C(OCc1ccccc1)/C(=C/C=C/c1ccccc1)NC(=O)c1ccccc1
    1.6, -0.1, -3, 2
COc1cccc(/C=N/n2cncn2)c1O
    0.0, 0.4, 5, -15
Oc1oc(-c2ccc(Br)cc2)nc1C=Nc1cc(Cl)c(Cl)cc1Cl
    1.3, 0.0, 10, 4
NC(=O)c1cc(-c2ccccn2)nc2ccc(Br)cc12
    -1.1, 0.0, 4, -3
CCOC(=O)c1cc2occc2n1CC(=O)NC1CCC(C)CC1 (stereo not given)
    -2.3, -0.1, 10, 17
CCCCN(C)C(=O)c1cc2cc(OC)ccc2oc1=O
    -0.9, 0.0, -2, -4
CCN1CCN(C(=O)c2cccc(F)c2F)CC1
    0.3, -0.1, -7, -4
CC(C)(C)NC(=O)CCc1nc2ccccc2s1
    -0.1, 0.0, 3, -5
Cc1nc2sc(C(c3ccco3)N3CCN(c4ccccc4F)CC3)c(O)n2n1 (stereo not given)
    0.8, -0.1, -9, -7
CCOC(=O)C1CN(S(=O)(=O)c2cc(Cl)ccc2[N+](=O)[O-])C1
    -0.6, -0.1, 3, 13
COC(=O)c1cc(COc2ccc3c(oc(=O)c4cc(OC)ccc43)c2C)c(C)o1
    0.0, 0.0, 7, 8
CSc1nnc2c(n1)OC(c1ccc(-c3cccc(Cl)c3C)o1)Nc1ccccc1-2 (stereo not given)
    1.4, -0.1, -8, -8
O=C(NCc1nc2ccccc2[nH]1)c1ccc2nc(NCCCN3CCCC3=O)sc2c1
    -0.2, 0.1, 3, 3
Cc1cnc(N2CCC(N3CCOCC3)CC2)nc1Nc1ccccc1
    1.3, 0.0, 2, 1
O=C(c1ccccc1)N1CCN(C(=O)c2c(F)cccc2Cl)CC1
    3.1, 0.0, 12, -3
O=C(NCCc1ccc(F)cc1)C(=O)Nc1cccc(Cl)c1
    0.2, 0.2, 6, 11
O=C(CN(c1cc(C(F)(F)F)ccc1Cl)S(=O)(=O)c1ccccc1)Nc1ccc(F)cc1
    -1.2, 0.0, 10, 4
O=C(O)C(Cc1ccccc1)N1C(=O)c2cccc([N+](=O)[O-])c2C1=O (stereo not given)
    -0.7, 0.5, 17, -2
CC(C)Oc1cccc(CNC(=O)c2c(C(F)(F)F)nc3ccccn23)c1
    0.3, 0.1, 2, 15
Cn1c(C(F)(F)F)nc2c(=O)oc3ccccc3c21
    0.0, -0.1, 14, 5
CCC(O)(CC)C(=O)N=Nc1c(O)[nH]c2ccccc12
    -0.4, 0.0, 4, -4
CCc1ccc(NC(=O)c2cc(CC(C)C)on2)cc1
    0.0, 0.1, 14, -47
O=C(OCc1cc(-c2ccc(F)cc2F)on1)c1cc2ccccc2o1
    2.5, 0.2, 5, 1
O=C(C1CCOC1)N1CCOc2ccc(CN3CCN(c4ccccn4)CC3)cc2C1 (stereo not given)
    1.9, 0.2, -3, 7
COc1cccc(-c2cccc(NC(=O)C3CCN(CCCn4cccn4)CC3)c2)c1
    -0.6, -0.1, -5, 4
N#CC1=C(N)N(c2ccc(Br)cn2)C2=C(C(=O)CCC2)C1c1ccccc1 (stereo not given)
    -0.8, 0.0, -15, -2
CCOc1ccc(CC2=NCCc3cc(OCC)c(OCC)cc32)cc1OCC
    0.3, 0.1, 10, 12

A different layout for some results above.
SMILES | GPR151 ag | FBW7 activator | MITF inh | TEAD-YAP inh
COc1nc(Nc2ccc(NC(C)=O)cc2)nc(-c2csc3ccccc23)n1 | 1.5 | 0.0 | 3 | -4
C=CCc1cc(OC)ccc1OCCOCCNCCN | 0.4 | 0.2 | 41 | 9
Cc1nnc2ccc(N3CCN(C(=O)c4ccccc4)CC3)nn12 | 1.4 | -0.1 | 0 | -2

(next part)
Values run as follows: GPR151 ag, FBW7 activator, MITF inh, TEAD-YAP inh
O=C(Nc1c2c(nn1-c1ccccc1)CCC2)c1ccc(Br)cc1
    -0.3, -0.1, 9, 0
COC(=O)/C(=C\c1cccs1)CC(=O)c1ccccc1
    1.5, 0.2, -9, -9
Cc1cc2c(cc1C)NC(c1ccc3c(c1)OCO3)C1=C(CC(C)(C)CC1=O)N2 (stereo not given)
    0.9, -0.1, 2, -66
O=C(Nc1ccc(S(=O)(=O)NCCc2ccccc2)cc1)N1CCCCC1
    0.0, 0.1, 3, 5
CN(C)C(CNc1ccc(S(=O)(=O)N2CCOCC2)cc1[N+](=O)[O-])c1ccco1 (stereo not given)
    0.8, 0.1, 20, 3
CCC(C)NC(=O)C1c2ccccc2C(=O)N(Cc2ccc(F)cc2)C1c1ccc(OC)cc1 (stereo not given)
    0.5, -0.2, -7, -3
CC(Sc1ccccn1)C(=O)NN=C1CCCCC1 (stereo not given)
    -1.5, 0.2, 16, -2
O=C1c2ccccc2C(O)N1Cc1ccc2c(c1)OCO2 (stereo not given)
    0.0, -0.3, -3, 5
COc1cc(/C=C2/N=C(c3ccccc3)NC2=O)cc(OC)c1OC
    5.4*, 0.0, 2, 3
COC(=O)C1=C(N)Oc2cc(C)n(Cc3ccccc3)c(=O)c2C1c1ccc(F)cc1 (stereo not given)
    -0.9, 0.6, -1, 7
Cc1ccc(-c2cc(C(F)(F)F)n3nc(C(=O)Nn4cnnc4)cc3n2)cc1C
    -0.6, 0.1, 7, 5
O=C(NCCOc1cccnc1)c1ccc(-n2cc(NC(=O)c3ccoc3)cn2)cc1
    -1.3, -0.2, -10, 52*
CCCc1cc(=O)oc2cc(OC(C)C(C)=O)c(Cl)cc12 (stereo not given)
    1.4, 0.1, 0, 6
O=C(CN1CCOCC1)N1CCN(C(=O)c2ccccc2)C1
    1.4, -0.1, 6, 0

From PubChem
